GSIS activator = GLuc luminescence reporter in INS-1E cells, primary screen for activators of glucose-dependent secretion of insulin; activation, % at 16.6 µM; 370,000 compounds, 0.61% hits; INS-1E GLuc reporter insulin secretion, 2-3 h;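 active = lowest replicate activation of at least 40%, so every replicate reaches that level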;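 also: 0% = median of neutral control wells and 100% = median of IBMX positive control wells; some compounds called inactive have numbers as strong as hits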
CASP6 VEID inh = human caspase-6 inhibitors, primary screen, biochemical, VEID-R110 fluorescence, single point, set 2 | purified caspase-6, Z-VEID-R110 cleavage fluorescence | P55212 | AID 686996, 2013 | 350,000 compounds, 0.53% hits | inhibition, % at 12.5 µM;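 active = mean inhibition across replicates at least about 35%, with every replicate also reaching that limit, limit read from the data; inconclusive = only one of the two criteria met; inactive = neither criterion met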;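 also: 0% = median of neutral control wells and 100% = no fluorescence left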
Target sequence (P55212 24-179 limits assumed): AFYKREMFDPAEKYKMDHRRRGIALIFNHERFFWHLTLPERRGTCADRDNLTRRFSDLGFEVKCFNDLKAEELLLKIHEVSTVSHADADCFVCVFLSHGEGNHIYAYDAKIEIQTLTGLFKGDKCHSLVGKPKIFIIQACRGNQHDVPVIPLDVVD
Target sequence (P55212 194-293 limits assumed): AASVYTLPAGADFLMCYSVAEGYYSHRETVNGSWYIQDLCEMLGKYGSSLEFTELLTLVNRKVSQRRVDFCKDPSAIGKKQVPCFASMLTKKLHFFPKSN
XiGFP reactiv = activators of inactive X chromosome reactivation, primary screen, imaging, XiGFP fibroblasts, GFP high-content imaging, set 2 | 360,000 compounds, 0.055% hits | activation, % at 7.58 µM | XiGFP mouse fibroblasts, % GFP-positive cells imaging, 3 d; cells co-treated with 5-aza-dC sensitizer; scaled so ellipticine positive control = 100%;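 active = mean normalized replicate activation at least 10% and every replicate at or above 10%; inconclusive = only one of the two criteria met; inactive = mean below 10% and not all replicates reach 10%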;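 also: 0% = median of on-plate neutral control wells and 100% = ellipticine 6 µM median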
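Assay system – SV40-immortalized XiGFP fibroblast cells, line 68-5-11 · Buffer or medium – DMEM supplemented with 5-aza-dC as sensitizing agent · Dosing – one concentration, pinned · Benchmarks – positive control ellipticine, 6 µM final · Times – 3 days compound exposure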
CFTR F508del cor = F508del CFTR correction, initial screen, CFBE line, single point; CFBE cells, YFP halide quenching; stimulated with forskolin plus potentiator P3; % fluorescence drop versus neutral controls; activity (quench increase), % at 7.58 µM; 350,000 compounds, 0.36% hits;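 active = mean added fluorescence quench of at least 8% versus neutral control, with both replicates also reaching 8%; inconclusive = only one of the mean or replicate conditions met; inactive = mean below 8% and not both replicates reaching 8%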;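 also: cells transiently co-express mutant CFTR-F508del with the halide-sensitive YFP; corrector assay measuring rescue of mutant channel to the surface after 24 h compound exposure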
DENV2 CPE rescue = inhibitors of DENV2 cytopathic effect, primary screen, cell-based, plate reader, single concentration. DENV2-infected cells, cytopathic effect rescue. CPE inhibition, % at 9.99 µM. 350,000 compounds, 1.7% hits. AID 651640, 2012; in the data active = CPE inhibition above about 20%, passing the limit was not always enough; inconclusive = no clear call, values can overlap the other calls; tested in BHK-21 cells;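 also: 0% = median of neutral control wells and 100% = median of positive control wells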
RAD52 anneal inh = RAD52 DNA annealing inhibitors, primary screen, biochemical, FRET, single point, set 2 | DNA repair protein RAD52 homolog (Homo sapiens), P43351 | recombinant RAD52 DNA annealing, FRET fluorescence | inhibition, % at 18.7 µM | 360,000 compounds, 0.46% hits;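 active = every replicate showing at least 50% inhibition; inconclusive = mean inhibition at least 50% but not in every replicate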
Target sequence (P43351 whole entry, looked up): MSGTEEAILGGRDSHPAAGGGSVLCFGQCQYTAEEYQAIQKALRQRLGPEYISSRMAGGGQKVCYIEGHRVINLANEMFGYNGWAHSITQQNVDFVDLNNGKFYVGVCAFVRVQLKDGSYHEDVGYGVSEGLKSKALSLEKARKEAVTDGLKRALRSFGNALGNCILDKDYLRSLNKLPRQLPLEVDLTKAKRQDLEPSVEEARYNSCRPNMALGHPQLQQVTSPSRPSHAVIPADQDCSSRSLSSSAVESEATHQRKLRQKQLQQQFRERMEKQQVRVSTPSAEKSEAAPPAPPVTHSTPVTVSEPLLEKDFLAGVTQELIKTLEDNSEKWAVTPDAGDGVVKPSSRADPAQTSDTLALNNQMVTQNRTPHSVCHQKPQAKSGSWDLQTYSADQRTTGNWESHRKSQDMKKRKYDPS
RAD54 branch = inhibitors of human RAD54 branch migration, primary screen, biochemical, fluorescence, single point. RAD54 Holliday junction branch migration, FAM/BHQ fluorescence. inhibition, % at 10.4 µM. 360,000 compounds, 0.14% hits;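 active = mean normalized replicate activity at least 40 and at least half of replicates scoring 40 or more; inconclusive = only one of the two criteria met; inactive = mean below 40 and under half of replicates reaching 40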;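 also: 0% = median of neutral control wells and 100% = median of positive control wells; inhibitors cause a drop in the FAM fluorescence signal; in these data hits start at about 50%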
E-selectin induc = E-selectin induction in HUVECs, primary screen, imaging, HUVEC, immunofluorescence imaging, single point; 260,000 compounds, 0.37% hits; normalized: neutral wells 0, TNF-alpha wells 100; activation, % at 7.58 µM; AID 686992, 2013; P16581;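 active = mean E-selectin-positive cell signal at least 10% of the positive control, reached in at least 60% of replicates, without over 20% cell loss; inconclusive = no rule given, readout overlaps actives, possibly toxicity-flagged; inactive = the rest, including those meeting only one limit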;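 also: in these data hits start at about 27%; measured in HUVEC primary endothelial cells; signal is the percent of cells scored E-selectin positive by PE staining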
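Assay system: HUVEC primary endothelial cells. Input: 3,000 HUVEC seeded per well. Doses: one compound dose added by pin transfer. Read-out basis: % PE-positive cells. Benchmarks: TNF-alpha high, DMSO low. Detection: immunofluorescence imaging. Buffer or medium: EGM-2, gelatin.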
The depositor's hits bear a star; ? = inconclusive; / = not tested or not shown; & = joins results of further samples. A portion of the library. The share of hits here may be higher or lower than overall.

Sequence of screens: CFTR F508del cor | DENV2 CPE rescue | GSIS activator | XiGFP reactiv | RAD54 branch | RAD52 anneal inh | E-selectin induc | CASP6 VEID inh
COC(=O)[C@H]1[C@H](CO)[C@H]2Cn3c(cccc3=O)[C@@H]1N2C(=O)C1CCC1
  -0.5 | 0 | / | / | -6 | -12 | / | 1
CO[C@H]1C=CCCC=CC(=O)O[C@H]([C@H](C)C(=O)CCCC2CC(=O)NC(=O)C2)C(C)=C[C@@H](C)[C@@H]1O
  1.3 | -3 | -24 | -0.1 | / | -2 | -0.1 | 0
O=C(N1CCCCCC1)N1CC1
  -5.5 | -12 | / | 0.0 | 13 | -11 | 0.3 | -1
COC(=O)C1=C(c2ccc(F)cc2F)C[C@@H]2CC[C@H]1N2C(=O)N1CCC(C)CC1
  3.2 | 1 | -54 | 0.2 | -1 | -11 | -0.2 | 1
Cc1ccsc1C(=O)C1CCCN(Cc2cccc(OCCO)c2)C1 (configuration not stated)
  4.1 | 0 | -6 | 0.0 | -9 | -15 | -0.6 | 3
COc1ccc2c3c1OC1C(=O)CC[C@@]4(O)[C@@H](C2)N(C)CC[C@]314 (some centres not stated)
  -5.6 | 11 | -6 | / | -10 | -8 | / | 4
O=C(Cc1cccnc1)N1CCCCN2[C@@H](CO)[C@H](c3ccc(/C=C/c4ccccc4)cc3)[C@@H]2C1
  -0.9 | -3 | -4 | 0.1 | 1 | -22 | -0.8 | 2
CCOCN(C(=O)CCl)c1c(C)cccc1CC
  -3.5 | -2 | -7 | 0.0 | -9 | -2 | -0.1 | -4
O=C(O)[C@@H]1[C@@H](CO)[C@@H]2Cn3c(ccc(C4=CCCCC4)c3=O)[C@H]1N2C(=O)Cc1ccccn1
  / | -9 | 6 | 0.1 | -2 | -5 | -0.1 | 1
CN1OC[C@@H]2CN3C4(C[C@@H]21)c1ccccc1C3(c1ccccc1)c1ccccc14
  -1.1 | -4 | 2 | 0.1 | / | -17 | -0.2 | -2
COc1ccc(N=Cc2c(O)n(C)c(=O)n(C)c2=O)cc1
  -4.3 | -6 | -1 | 0.1 | -3 | -9 | 0.0 | -3
COC(=O)C1=C(c2ccccc2OCc2ccccc2)C[C@@H]2CC[C@H]1N2C(=O)NCCCOC(C)C
  -1.2 | 5 | -6 | 0.3 | -13 | -7 | -0.1 | -1
CN(CCOc1ccc(C=C2C(=O)NC(=O)NC2=O)cc1)c1ccccn1
  1.5 | 8 | -13 | 0.3 | 11 | -6 | / | -6
CCN1CCN(Cc2cc(OC)c(OC)cc2[N+](=O)[O-])CC1
  -0.2 | 2 | 7 | / | / | -9 | / | -13
CCOC(=O)c1cc2c(cn1)[nH]c1ccccc12
  -1.9 | -5 | / | -0.1 | 20 | -7 | 0.4 | /
O=C(O)[C@@H]1[C@@H](CO)[C@@H]2Cn3c(ccc(-c4ccncc4)c3=O)[C@H]1N2S(=O)(=O)c1ccccc1F
  / | / | 1 | 0.2 | -11 | / | -0.1 | /
CCN1CCN(C(c2cccs2)C(C)NC(=O)Oc2ccccc2)CC1 (configuration not stated)
  -0.3 | 14 | / | 0.0 | 2 | -4 | / | -5
CCOc1ccccc1Oc1coc2cc(OC(=O)N(C)C)ccc2c1=O
  2.2 | ? | 11 | 0.0 | -5 | -1 | -0.2 | 0
NP(=O)(OCCCc1ccccc1)Oc1ccccc1 (configuration not stated)
  -1.2 | -6 | 6 | 0.0 | -2 | 8 | -0.1 | 0
O=C1NC(=O)C(=Cc2csc3ccccc23)C(=O)N1
  2.7 | -7 | 9 | 0.0 | 4 | -7 | 0.3 | 11
O=C1CCN(C(=O)CCCn2c(=O)oc3ccccc32)CC1
  0.7 | 0 | 4 | 0.1 | -26 | -11 | 5.3 | -8
CCCNC(=O)[C@@H]1[C@@H](CO)[C@@H]2Cn3c(cccc3=O)[C@H]1N2CCC
  -0.3 | 2 | -2 | 0.0 | -1 | -6 | -0.1 | 1
O=C(Cc1cccs1)N1Cc2ccccc2-n2nncc2C1
  -2.4 | -8 | / | 0.0 | 8 | -24 | / | 41*
CCC1CN1P(=S)(N1CC1CC)N1CC1CC (configuration not stated)
  -0.5 | -7 | / | 0.0 | 2 | -17 | 0.6 | -14
CCC1(C)CN(S(=O)(=O)OCC(Cl)(Cl)Cl)C(=O)N1 (configuration not stated)
  3.0 | -5 | 4 | 0.0 | -4 | -3 | 0.0 | /
O=C(Cc1ccccc1)N1CCCCN2[C@H](CO)[C@H](c3ccc(C#Cc4ccccc4)cc3)[C@@H]2C1
  -1.2 | 0 | 18 | 0.1 | -10 | -12 | -0.4 | 2
CC=C(CC)C1(CCC)C(=O)NC(=S)NC1=O
  1.6 | -5 | 3 | 1.7 | / | 10 | -0.5 | 0
CC(=Nc1ccccc1N)c1c(O)n(C)c(=O)n(C)c1=O
  -1.2 | -3 | 3 | 0.0 | -4 | 4 | / | 3
COc1ccc(-n2c(SCCN(C)C)nc3ccccc3c2=O)cc1
  -0.5 | 6 | -9 | 0.0 | / | -7 | / | -4
N#C/C(=C\c1cccc(O)c1)C(=O)O
  -2.7 | -6 | 1 | 0.2 | -4 | -7 | 0.9 | 2
CN1CCN(c2c(C#N)c(C(F)(F)F)nn2C)CC1
  0.4 | 7 | -13 | 0.0 | / | 4 | 0.6 | 0
COc1cc(C2c3cc4c(cc3CC3COC(=O)C32)OCO4)cc(OC)c1OC (configuration not stated)
  3.4 | -3 | / | / | 5 | 2 | / | 2
c1ccc2c(c1)-c1cccc3cccc-2c13
  5.5 | 5 | 15 | / | -3 | -5 | / | -5
CCCCCn1c(=O)c(C(=O)Nc2cc(C)ccn2)c(O)c2ccccc21
  0.4 | -3 | -4 | -0.1 | -1 | -2 | -0.1 | -1
O=C(CF)NC(NC(=S)Nc1ccccc1O)C(Cl)(Cl)Cl (configuration not stated)
  0.3 | 6 | 4 | 0.1 | / | -26 | / | 15
C=CCn1c(O)c(/C(C)=N/N2CCCCCC2)c(=O)[nH]c1=O
  -2.2 | 3 | / | 0.0 | / | -31 | 1.0 | -2
COCCNC(=O)CN1C(=O)CN=C(c2ccccc2)c2ccccc21
  -1.0 | 1 | 12 | -0.1 | 1 | -7 | 4.8 | -1
O=C(CCc1ccccc1)N1Cc2cc(-c3ccccc3)ccc2-n2nncc2C1
  -2.7 | -8 | 0 | / | 11 | -3 | -0.1 | 2
CC/C(=N\N1CCCCC1)c1c(O)[nH]c(=O)[nH]c1=O
  -2.0 | 2 | 1 | 0.2 | / | -9 | / | -3
CC(=O)O/C(=C1\CC2C3CC=C4CC(OC(C)=O)CCC4(C)C3CCC2(C)C1=O)C(F)(F)F (configuration not stated)
  4.4 | -3 | -17 | -0.1 | / | -5 | -0.4 | -3
COC(=O)C1=C(c2ccc(F)cc2OCc2ccccc2)C[C@@H]2CC[C@H]1N2C(=O)NCCOc1ccccc1
  2.5 | ? | -25 | 0.1 | 9 | -19 | -0.2 | -2
CC(=O)OC1CC(OC2C(O)CC(OC3C(O)CC(OC4CCC5(C)C(CCC6C5CCC5(C)C(C7=CC(=O)OC7)CCC65O)C4)OC3C)OC2C)OC(C)C1OC1OC(CO)C(O)C(O)C1O (configuration not stated)
  0.7 | 5 | / | -0.2 | / | -3 | / | -1
COC(=O)[C@@H]1[C@@H](CO)[C@@H]2Cn3c(ccc(-c4cncnc4)c3=O)[C@H]1N2S(=O)(=O)c1ccccc1C
  1.5 | 17 | 15 | 0.1 | -11 | -2 | 0.0 | 3
CCOC(=O)C1=Nc2ccccc2/C1=C\c1c(O)n(C)c(=O)n(C)c1=O
  0.7 | 1 | / | 0.0 | 0 | -79 | / | 2
OC(c1ccccc1)(c1ccccc1)c1ccncc1
  1.0 | 10 | 6 | 0.1 | / | -15 | / | 2
CC1=CC(=O)OC2CC3OC4C[C@@H](C)C5OC6CC7O[C@]8(C)C/C=C\C9OC%10CC%11OC(CC(C)CO)CC(O)[C@]%11(C)OC%10CC9OC8C[C@]7(C)O[C@]6(C)CCC5OC4C[C@]3(C)OC12 (some centres not stated)
  -4.3 | -6 | 5 | 0.8 | 5 | -1 | 0.8 | 2
Cc1cc(C)cc(-n2c(C)cc(/C=C3\C(=O)NC(=O)N(C)C3=O)c2C)c1
  / | 1 | / | 0.6 | / | -43 | -0.2 | 8
COc1ccc(CCNC2CCCCC2)cc1
  4.2 | -4 | 0 | 0.0 | / | -5 | / | 1
Cc1cc(/C=C2\C(=O)NC(=O)N(Cc3ccccc3)C2=O)c(C)n1C1CC1
  / | -4 | -2 | -0.1 | / | -44 | 0.0 | 2
N#C/C(=C(/O)c1ccc(S(=O)(=O)N(CCCl)CCCl)cc1)c1nc2ccccc2[nH]1
  1.4 | -4 | -12 | / | / | -3 | 5.2 | -1
COC(=O)COc1ccc(/C=C2\C(=O)NC(=S)N(c3ccc(C)cc3)C2=O)cc1OC
  0.5 | 6 | 4 | 0.1 | -8 | -85 | 0.1 | 7
CN1CCN(c2nc([N+](=O)[O-])nn2C)CC1
  / | -4 | 5 | -0.1 | / | -2 | -0.2 | 3
C[C@H](CO)N1C[C@H](C)[C@@H](CN(C)C(=O)Oc2ccc3ccccc3c2)OCc2cn(nn2)CCCC1=O
  2.9&-0.7&-0.5 | 0&15&2 | 32&1 | 0.3&0.1 | 10&-4&4 | -7&6&2 | -0.1&-0.2 | 5&-5&-1
COC(=O)CNC(=O)c1cn(CCC#N)nc1-c1ccc(F)cc1
  1.5 | -1 | -2 | -0.1 | / | -23 | 1.9 | -3
O=[N+]([O-])[N-][n+]1cnn(Cc2ccccc2)c1
  -3.6 | -3 | -7 | 0.0 | / | -8 | -0.2 | -1
COc1ccc(NP(=O)(Oc2ccc(Cl)cc2)Oc2ccc(Cl)cc2)cc1OC
  -2.2 | 13 | -21 | 0.0 | -8 | 9 | / | -1
COc1ccc(C#Cc2ccc([C@@H]3[C@H]4CN(C(=O)Cc5cccnc5)CCCCN4[C@H]3CO)cc2)cc1
  -0.5 | -8 | -38 | 0.0 | -3 | -2 | -0.3 | 0
CCCCn1c(O)c(C(CC)=NC(C)c2ccccc2)c(=O)[nH]c1=O (configuration not stated)
  -0.3 | 1 | -66 | / | 4 | -21 | / | 8
COc1cc(C(=O)N2Cc3ccc(Br)cc3-n3nncc3C2)cc(OC)c1OC
  -1.7 | ? | 8 | / | 9 | -2 | 0.0 | 3
Cc1cc(NC(=O)CCl)nn1C
  0.0 | 3 | 8 | -0.1 | / | 4 | -1.2 | 0
COC(=O)C1=C(C(=O)OC)SC2(S1)C(C(=O)OC)=C(C(=O)OC)Sc1c2ssc1=O
  -1.9 | -4 | / | -0.1 | / | -27 | 0.7 | 3
CSc1ccc(CN2CCN(C(=O)COc3cccc(C)c3)CC2)cc1
  -2.3 | -4 | 0 | -0.1 | -1 | -20 | 4.8 | -1
